Assay outcomes deposited in PubChem by several laboratories.
FXIa inh: blocks human coagulation factor XIa protease activity | P03951 | purified FXIa, Boc-Glu-Ala-Arg-AMC fluorogenic substrate | inhibition, % at 5 µM | hit rate 0.14% among 220,000;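 active = inhibition of at least 40%; inactive = inhibition below 40%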;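 note: fluorescence of freed AMC excited at 355 nm; 0% = enzyme without compound and 100% = no enzyme blank; many of its hits are not listed in these tables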
14-3-3 Bad PPI: disrupts binding of bovine 14-3-3 zeta to phospho-Bad peptide | inhibition, % at 21.7 µM | TR-FRET 14-3-3zeta/Dy647-pBad peptide displacement, 1 h | P63103 | hit rate 0.71% among 220,000;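 active = inhibition above about 70%, limit read from the data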;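 note: 0% = full 14-3-3 plus peptide FRET controls and 100% = background without 14-3-3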
Target sequence (P63103 whole entry, looked up): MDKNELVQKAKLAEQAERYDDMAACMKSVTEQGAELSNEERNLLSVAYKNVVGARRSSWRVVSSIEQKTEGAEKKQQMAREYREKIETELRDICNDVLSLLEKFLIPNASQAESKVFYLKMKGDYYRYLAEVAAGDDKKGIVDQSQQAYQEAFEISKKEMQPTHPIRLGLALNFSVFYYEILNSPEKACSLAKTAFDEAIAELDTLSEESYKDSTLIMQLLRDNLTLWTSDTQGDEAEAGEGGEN
Runt-CBFb FRET: inhibitors of human RUNX1 Runt domain binding to CBFb; Cerulean-Runt/Venus-CBFb FRET ratio 530/480, 1 h; Q01196+Q13951; inhibition, % at 20 µM; hit rate 0.46% among 220,000;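 active = inhibition over about 50% at 20 µM in the single-dose screen, limit read from the data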;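 note: 0% = DMSO wells and 100% = excess unlabeled CBFb competitor control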
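Assay system: Cerulean-tagged RUNX1 Runt domain (FRET donor) fusion protein / Amount: 100 nM each of Venus-CBFb and Cerulean-Runt domain / Medium: Tris buffer pH 7.5 with salts and BSA / Also added: Venus-CBFb 100 nM / Schedule: 1 h complex formation plus 1 h compound treatment, room temperature / Signal: FRET fluorescence / Read-out: loss of energy transfer signal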
thrombin 1536: blocks human thrombin protease activity; AID 1046; hit rate 0.26% among 220,000; P00734; inhibition, % at 5 µM; alpha-thrombin, Boc-VPR-AMC fluorogenic substrate cleavage;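 active = inhibition at or above 40%; inactive = inhibition below 40%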;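 note: 0% = enzyme with no compound and 100% = wells without enzyme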
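signal = AMC fluorescence, 355/460 nm | material = human alpha-thrombin enzyme | control set = enzyme without compound as high, wells lacking enzyme as low | times = reaction at room temperature | read-out basis = percent inhibition scaled between no-compound controls and no-enzyme blanks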
Runt-SMMHC FRET: Runt domain-CBFb-SMMHC interaction inhibition; Q01196+Q13951; Cerulean-Runt/Venus-CBFb-SMMHC FRET ratio 530/480, 1 h; inhibition, % at 20 µM; hit rate 0.74% among 220,000;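 active = mean inhibition across duplicate retests at 20 µM reaching about 50%, limit read from the data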;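 note: 0% = DMSO wells and 100% = wells with excess untagged CBFb-SMMHC; inhibitors lower the FRET ratio by blocking Runt binding to CBFb-SMMHC; some results filed as inactive read as strong as hits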
Wee1 stabilizer: inhibitors of human Wee1 degradation | hit rate 1.2% among 220,000 | reporter increase, % at 5 µM | HeLa Luc-Wee1K328M stability, luciferase luminescence; 100% = proteasome inhibitor MG132 effect;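 active = activation above the mean of all tested compounds plus 3 SD, set per screening run, cut at about 8.8% in these data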;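 note: cells exposed to compound for 20 h before luminescence read; 0% = DMSO alone and 100% = MG132 at 30 µM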
Hck-Nef inh: blocks Nef-activated human Hck kinase. P08631. Recombinant Hck-YEEI plus Nef, Z-Lyte FRET kinase assay. inhibition, % at 20 µM. hit rate 0.68% among 220,000;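 active = Hck-Nef kinase inhibition above about 50%, limit read from the data; inactive = inhibition below that limit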;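 note: 0% = DMSO with Hck plus Nef and 100% = Hck alone without Nef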
FXIIa inh: inhibitors of human coagulation factor XIIa. inhibition, % at 5 µM. P00748. purified FXIIa, Boc-QGR-AMC fluorogenic substrate, 2 h. hit rate 0.3% among 220,000; in the data active = inhibition above about 40%;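 note: 0% = enzyme with no compound and 100% = blank without enzyme; many of its hits are not listed in these tables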
Target sequence (P00748 20-372 limits assumed): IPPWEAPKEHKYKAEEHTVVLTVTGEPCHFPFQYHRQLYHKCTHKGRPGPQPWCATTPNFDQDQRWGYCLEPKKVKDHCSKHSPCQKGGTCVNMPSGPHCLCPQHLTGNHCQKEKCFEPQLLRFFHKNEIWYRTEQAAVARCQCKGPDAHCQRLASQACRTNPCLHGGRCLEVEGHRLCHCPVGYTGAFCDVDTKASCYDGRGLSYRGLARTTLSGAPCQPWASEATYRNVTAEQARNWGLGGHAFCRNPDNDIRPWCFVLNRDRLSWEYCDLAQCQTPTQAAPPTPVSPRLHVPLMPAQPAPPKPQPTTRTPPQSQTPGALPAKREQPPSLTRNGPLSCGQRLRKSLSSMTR
Target sequence (P00748 373-615 limits assumed): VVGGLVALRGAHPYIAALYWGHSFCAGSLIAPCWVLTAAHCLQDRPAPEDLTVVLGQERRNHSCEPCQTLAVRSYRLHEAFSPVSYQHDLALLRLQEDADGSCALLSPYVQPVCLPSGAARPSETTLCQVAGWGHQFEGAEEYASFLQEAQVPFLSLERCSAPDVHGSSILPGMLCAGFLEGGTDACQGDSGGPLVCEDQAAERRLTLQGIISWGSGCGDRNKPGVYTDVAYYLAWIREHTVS
hK5 inh: blocks human kallikrein 5 protease activity. Q9Y337. recombinant hK5, fluorogenic AMC substrate cleavage. inhibition, % at 5 µM. hit rate 0.59% among 210,000;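 active = inhibition of 40% or more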;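 note: 0% = enzyme controls without compound and 100% = no-enzyme blanks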
* marks the source's active call; other numbers are inactive results; . = not tested or not shown; [ ] = another dose, or the depositor's remark. Compounds as they come. About 4.2% of those tested had a hit in this group.

structure | FXIa inh | 14-3-3 Bad PPI | Runt-CBFb FRET | thrombin 1536 | Runt-SMMHC FRET | Wee1 stabilizer | Hck-Nef inh | FXIIa inh | hK5 inh
COc1ccc(CNC(=O)Cn2nc(C(F)(F)F)c3c2CCC3)cc1 | 1 | -6 | 0 | -9 | -5 | -2 | 0 | 1 | -5
CN(C)CC(C)(C)CNS(=O)(=O)c1ccc(Cl)s1 | 1 | -1 | 1 | -5 | 1 | -1 | 2 | 6 | 2
CCSc1ncnc2c(C#N)c3n(c12)CCCCC3 | -1 | -15 | -2 | -6 | 3 | 5 | 2 | 11 | -1
O=C(NC1CC2CCCC(C1)N2Cc1ccco1)NC12CC3CC(CC(C3)C1)C2 (stereo not given) | -3 | 1 | 1 | 5 | 4 | 1 | 1 | 9 | 0
O=C(CN1CCN(c2ncccn2)CC1)N1CCCC1 | -4 | 25 | -1 | -7 | 1 | 3 | 21 | 2 | 0
COc1cc(NC(=O)c2ccc3c(c2)OCO3)ccc1NC(=O)C(C)C | -10 | -8 | -1 | -6 | -1 | 0 | 1 | 4 | -21
O=C1c2ccccc2C(=O)N1CN(C(=O)COc1ccc(Cl)cc1Cl)c1cccc(F)c1 | 2 | -2 | 4 | -3 | 5 | -1 | 3 | 0 | -2
Nc1c(C(=O)NCc2ccccc2)nnn1Cc1cccc(Cl)c1 | 5 | 0 | 2 | 0 | -1 | -1 | 1 | 9 | -9
O=[N+]([O-])c1ccc(O)c(Nc2ncnc3ccccc23)c1 | 3 | 6 | 2 | . | -9 | 3 | 14 | 8 | 1
CCOC(=O)C(Oc1ccc(=O)n(-c2ccccc2)n1)C(C)=O (stereo not given) | -3 | 13[fluorescence artefact?] | -1 | -1 | -1 | -3 | 2 | -4 | 4
O=c1c2ccccc2oc2nc3n(c(=O)c12)CCCS3 | 5 | 12[fluorescence artefact?] | -1 | 0 | 0 | 0 | 1 | 14 | 2
Cc1nc(-c2ccc(-n3nncc3-c3ccco3)cc2)cs1 | -8 | 0 | 10 | -14 | 6 | -1 | -6 | -1 | -1
CCOc1ccc(OCCCC(=O)NC2=NCCS2)cc1 | -6 | -4[fluorescence artefact?] | 0 | 0 | 4 | 6 | -1 | 6 | 0
NC(=O)[C@H]1CC2(CC(c3cccc(NC(=O)COc4ccc(Cl)cc4)c3)=NO2)CN1C(=O)CC(c1ccccc1)c1ccccc1 (stereo not given in full) | -3 | 1 | -7 | -10 | -2 | . | 21 | 1 | -5
CCOC(=O)C1(Cc2ccc(OC)cc2)CCN(C(=O)C2=CCCC2)CC1 | 3 | 6 | -3 | 30 | 4 | -2 | 12 | 9 | 17
N#CCCN1CCNCC1 | 8 | -6 | 2 | 3 | 12 | 0 | -2 | 18 | -11
CC(C)(C)C1CCc2[nH]c3ccccc3c(=O)c2C1 (stereo not given) | 0 | 9 | 2 | 2 | 5 | 2 | 0 | 14 | 11
CC1CCN(C(=O)c2ccc(NS(C)(=O)=O)cc2)CC1 | -10 | -5 | 0 | 0 | -1 | -1 | -2 | 8 | -4
O=C(Nc1ccc(F)c(F)c1)c1oc2ccccc2c1NC(=O)C1CCCO1 (stereo not given) | -4 | -1 | -1 | -9 | -3 | 0 | 13 | 4 | -8
CCOC(=O)c1nnn(-c2nonc2N)c1CN1CCc2ccccc2C1 | -2 | 1 | 0 | 1 | 5 | -1 | 1 | 9 | -2
O=C(CSc1nc(-c2ccc(F)cc2)nc2c1Cc1ccccc1O2)Nc1ccc(C(=O)O)cc1 | 1 | 97* | 43 | -1 | -3 | -1 | 145* | 9 | -4
S=C(Nc1ccccc1)N1CCn2c1nc1ccccc12 | 25 | 5 | 0 | 2 | 1 | -4 | 0 | -14 | -2
O=C(N/N=C\c1ccc(Cl)s1)c1ccc(Cn2cccn2)o1 | 4 | -3 | -1 | 0 | 4 | -4 | 5 | 6 | -13
Cc1cc(C(=O)Nc2cccnc2)cs1 | -1 | -4 | 2 | -12 | 2 | -1 | 0 | -14 | -14
COC(=O)c1ccccc1S(=O)(=O)N(Cc1ccco1)Cc1cc2cc(OC)ccc2[nH]c1=O | -3 | 1 | 9 | 0 | 8 | -2 | 0 | 5 | -25
C=CCNC(=S)Nc1ccc(Cl)cc1F | 0 | -12 | 0 | -12 | 4 | 0 | 26 | 6 | -1
CCN(CC)CCCNC(=O)CCC(=O)NNc1nc2ccccc2c2nc(C)nn12 | -6 | -6 | 1 | 17 | -1 | -1 | 21 | 5 | -5
COCCNC(=S)N(CCc1c(C)[nH]c2ccc(C)cc12)Cc1ccco1 | -1 | -13 | 0 | -4 | 0 | 0 | 25 | 7 | -4
COc1ccc(/C=C2\Sc3ccc(C(=O)NCc4cccnc4)cc3N(C)C2=O)cc1OC | 11 | 9 | -6 | 4 | -7 | 3 | 5 | 20 | -4
CC1CCCC(NC(=O)c2ccc3c(=O)n(CC4CCCO4)c(=O)[nH]c3c2)C1C (stereo not given) | 6 | 6 | -2 | 5 | -2 | -2 | 2 | 13 | -14
O=C1CC(C(=O)Nc2ccccc2)S/C(=N\N=C\c2ccco2)N1 (stereo not given) | -8 | -7 | 2 | -9 | 5 | -1 | 2 | -1 | -5
CCN(CC)C(=O)c1sc(N)c(C#N)c1C | -16 | -3[fluorescence artefact?] | 2 | -4 | 1 | -3 | 6 | 5 | -27
CC(O)CNc1nc2ccccc2n1CC(=O)NC12CC3CC(CC(C3)C1)C2 (stereo not given) | -3 | -5 | -3 | 0 | 1 | -1 | 26 | 5 | 1
CCn1c(-c2ccc(Cl)cc2)n[nH]c1=S | -2 | 7[fluorescence artefact?] | -6 | 1 | 7 | -1 | 1 | 11 | -1
CC(=O)c1ccc(NC(=O)CCNS(=O)(=O)c2cccc3nonc23)cc1 | 0 | 0 | 0 | -2 | 2 | 2 | -5 | 17 | -15
O=C(NN1C(=O)C2C3C=CC(C3)C2C1=O)C(O)c1ccccc1 (stereo not given) | -4 | -1 | 2 | -9 | 2 | -2 | 6 | 7 | -1
O=C(CSc1nncn1-c1ccccc1)NC1CCCCC1 | -7 | -9 | -1 | 0 | 2 | 1 | 23 | 3 | -5
O=c1cnnc(Nc2cccc(C(F)(F)F)c2)[nH]1 | -2 | -10 | 0 | -6 | -1 | 2 | 8 | 6 | .
Cc1cc(C(=O)N/N=C/c2c(C)nn(-c3ccccc3)c2C)n[nH]1 | 26 | 4 | 2 | 17 | 3 | -3 | -11 | 34 | 89*
C=CCOC(=O)C1=C(C)NC(=O)NC1/C=C/c1ccccc1 (stereo not given) | -5 | -11[fluorescence artefact?] | -1 | -2 | 4 | -3 | 1 | 8 | -5
O=C(NCc1ccccc1)C(=O)NCC1OCCN1S(=O)(=O)c1ccc2c(c1)OCCO2 (stereo not given) | 7 | 8 | 0 | 3 | 4 | 2 | -3 | 14 | -11
CCOc1ccc(S(=O)(=O)N2CCOCC2)cc1[N+](=O)[O-] | -2 | -2 | 0 | -15 | 2 | -3 | 25 | 7 | -10
Cc1c(NC(=O)C(CC(=O)O)NCc2ccco2)c(=O)n(-c2ccccc2)n1C (stereo not given) | 5 | -1 | -1 | 2 | 4 | 0 | 0 | 11 | -1
CC(=O)N=c1sc2cc(C)ccc2n1C | -2 | 6[fluorescence artefact?] | 1 | 2 | 1 | -1 | 1 | -2 | -12
Clc1ccc(OC2CCN(Cc3nc(CC4CC4)no3)CC2)cc1 | -5 | -7 | -1 | -9 | -1 | 1 | 17 | 2 | -2
CCCCn1c(CNC(=O)Cc2ccccc2)nc2ccccc21 | -9 | 0 | 1 | -10 | 2 | 2 | 0 | -3 | 5
Cc1ccccc1-c1nc2ccccc2[nH]1 | 20 | -4[fluorescence artefact?] | -1 | 8 | 2 | -2 | 7 | 30 | -4
Cc1nccc(-c2ccc(-n3cnc4ccccc43)cc2)n1 | -6 | -2[fluorescence artefact?] | 0 | -4 | -3 | 0 | -2 | 5 | -5

Shown with two lines to a compound: entries from further up.
Fields – FXIa inh | 14-3-3 Bad PPI | Runt-CBFb FRET | thrombin 1536 | Runt-SMMHC FRET | Wee1 stabilizer | Hck-Nef inh | FXIIa inh | hK5 inh
- O=C(NN1C(=O)C2C3C=CC(C3)C2C1=O)C(O)c1ccccc1 (stereo not given)
 : -4 | -1 | 2 | -9 | 2 | -2 | 6 | 7 | -1
- O=C(CSc1nncn1-c1ccccc1)NC1CCCCC1
 : -7 | -9 | -1 | 0 | 2 | 1 | 23 | 3 | -5
- O=c1cnnc(Nc2cccc(C(F)(F)F)c2)[nH]1
 : -2 | -10 | 0 | -6 | -1 | 2 | 8 | 6 | .
- Cc1cc(C(=O)N/N=C/c2c(C)nn(-c3ccccc3)c2C)n[nH]1
 : 26 | 4 | 2 | 17 | 3 | -3 | -11 | 34 | 89*
- C=CCOC(=O)C1=C(C)NC(=O)NC1/C=C/c1ccccc1 (stereo not given)
 : -5 | -11[fluorescence artefact?] | -1 | -2 | 4 | -3 | 1 | 8 | -5
- O=C(NCc1ccccc1)C(=O)NCC1OCCN1S(=O)(=O)c1ccc2c(c1)OCCO2 (stereo not given)
 : 7 | 8 | 0 | 3 | 4 | 2 | -3 | 14 | -11
- CCOc1ccc(S(=O)(=O)N2CCOCC2)cc1[N+](=O)[O-]
 : -2 | -2 | 0 | -15 | 2 | -3 | 25 | 7 | -10
- Cc1c(NC(=O)C(CC(=O)O)NCc2ccco2)c(=O)n(-c2ccccc2)n1C (stereo not given)
 : 5 | -1 | -1 | 2 | 4 | 0 | 0 | 11 | -1
- CC(=O)N=c1sc2cc(C)ccc2n1C
 : -2 | 6[fluorescence artefact?] | 1 | 2 | 1 | -1 | 1 | -2 | -12
- Clc1ccc(OC2CCN(Cc3nc(CC4CC4)no3)CC2)cc1
 : -5 | -7 | -1 | -9 | -1 | 1 | 17 | 2 | -2

The list continues.
structure | FXIa inh | 14-3-3 Bad PPI | Runt-CBFb FRET | thrombin 1536 | Runt-SMMHC FRET | Wee1 stabilizer | Hck-Nef inh | FXIIa inh | hK5 inh
CC(C)OC(=O)c1cccnc1SCC(=O)N(C)c1ccccc1 | 2 | 4 | 2 | 1 | -4 | 0 | -1 | 16 | -6
CCOC(=O)C1(CCCc2ccccc2)CCN(C(=O)C2CCCN(C(N)=O)C2)CC1 (stereo not given) | -5 | -14 | -4 | 3 | -2 | -2 | -6 | 0 | .
Cc1ccc(CC(=O)OCC(=O)NC2CCCC(C)C2C)cc1C (stereo not given) | 4 | 6 | -2 | 4 | -1 | 0 | 1 | 21 | 1
Cc1cccc(NS(=O)(=O)c2ccc3[nH]c(=O)cc(C(=O)OC(C)C(=O)Nc4ccc([N+](=O)[O-])cc4)c3c2)c1 (stereo not given) | 9 | 9 | -2 | -7 | -4 | -4 | 32 | 15 | -6
